Assay outcomes deposited in PubChem by National Center for Advancing Translational Sciences (NCATS).
LmPK inh: LmPK (Leishmania mexicana) enzyme inhibition | Q27686 | purified LmPK, Kinase-Glo ATP luminescence, 1 h | Potency, µM (titrated, usually from 57.5 µM), for the others: top-dose activity change, negative = inhibition, hits mostly inhibitors | 290,000 compounds, 0.37% hits | AID 1721; also: potency is read from the fitted curve at half-maximal effect
Target sequence (Q27686 whole entry, looked up): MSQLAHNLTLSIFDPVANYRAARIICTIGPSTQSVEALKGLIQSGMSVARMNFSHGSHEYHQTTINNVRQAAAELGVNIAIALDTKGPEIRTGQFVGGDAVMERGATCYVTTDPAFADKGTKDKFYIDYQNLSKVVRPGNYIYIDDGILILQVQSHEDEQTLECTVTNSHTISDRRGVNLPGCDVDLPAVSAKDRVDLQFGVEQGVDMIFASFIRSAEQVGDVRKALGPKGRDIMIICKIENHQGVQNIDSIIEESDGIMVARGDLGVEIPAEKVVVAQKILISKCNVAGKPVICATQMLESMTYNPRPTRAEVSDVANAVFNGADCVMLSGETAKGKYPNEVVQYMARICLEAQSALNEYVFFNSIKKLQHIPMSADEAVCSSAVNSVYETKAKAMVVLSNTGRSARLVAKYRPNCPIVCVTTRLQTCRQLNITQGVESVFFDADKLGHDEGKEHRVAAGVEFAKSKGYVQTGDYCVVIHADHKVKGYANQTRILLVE
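qHTS format; LmPK 0.1 nM; substrates PEP 0.5 mM and ADP 0.1 mM. One-hour room-temperature incubation, then coupled luciferase luminescence; 0.5 nM enzyme wells mark activation.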
AmpC detergent: inhibitors of E. coli AmpC beta-lactamase with detergent; AmpC hydrolysis of nitrocefin, absorbance 480 nm, 0.01% Triton; Potency, µM (top dose mostly 114 µM), without a hit: top-dose activity change, negative = inhibition, hits mostly inhibitors; 370,000 compounds, 0.041% hits;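 also: potency is read from the fitted curve at half-maximal effect; 0% = no-compound wells and -100% = no-enzyme wells; nearly all actives have a fitted effect of over 25% in size; some results filed as inactive show a strong effect at the top dose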
Target sequence (P00811 whole entry, looked up): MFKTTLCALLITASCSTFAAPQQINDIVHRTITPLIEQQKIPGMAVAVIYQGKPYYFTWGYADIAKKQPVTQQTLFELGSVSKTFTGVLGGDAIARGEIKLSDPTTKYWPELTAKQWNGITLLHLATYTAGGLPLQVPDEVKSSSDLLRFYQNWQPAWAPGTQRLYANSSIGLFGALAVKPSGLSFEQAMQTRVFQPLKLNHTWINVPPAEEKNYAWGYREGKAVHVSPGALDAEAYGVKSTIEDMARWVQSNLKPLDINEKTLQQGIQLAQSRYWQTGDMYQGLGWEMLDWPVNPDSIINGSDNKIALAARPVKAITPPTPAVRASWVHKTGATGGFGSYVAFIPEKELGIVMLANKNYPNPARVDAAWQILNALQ
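AmpC (5.3 nM in the dispensed reagent) in 20 mM phosphate pH 7.0 with 0.01% (detergent screen) or 0.0001% Triton X-100 was preincubated with compounds for 15 min at room temperature. Nitrocefin was then added from an 800 uM solution, and hydrolysis was followed at 480 nm.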
AMA1 RON2 block: AMA1-RON2 (P. falciparum) interaction inhibition | AlphaScreen AMA1-biotinylated RON2 peptide binding | Potency, µM (titrated, usually from 58.2 µM), for the others: top-dose activity change, negative = inhibition, most hits filed as inhibitors | 360,000 compounds, 0.2% hits;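 also: potency is read from the fitted curve at half-maximal effect; 0% = vehicle wells and -100% = peptide control; nearly all actives have a fitted effect of over 45% in size; some results filed as inactive show a strong effect at the top dose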
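AMA1 (3D7) with his tag at 25 nM final met compounds first, then biotinylated RON2 peptide at 25 nM; detection used donor plus acceptor beads, 10 µg/mL apiece, read by AlphaScreen after 30 min at room temperature.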
AmpC no deterg: blocks E. coli AmpC beta-lactamase in detergent-free assay; Potency, µM (titrated, usually from 57.1 µM), for inactives: top-dose activity change, negative = inhibition, hits mostly inhibitors; AmpC nitrocefin hydrolysis, absorbance 480 nm, 0.0001% Triton; 330,000 compounds, 0.52% hits; P00811; AID 485341;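 also: potency is read from the fitted curve at half-maximal effect; plate controls were no compound for no effect and no enzyme for full effect; nearly all actives have a fitted effect of over 20% in size; some results filed as inactive show a strong effect at the top dose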
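20 mM phosphate pH 7.0 + 0.01% (detergent screen) or 0.0001% Triton X-100; 5.3 nM AmpC reagent; cpd preinc 15 min RT; nitrocefin (800 uM stock) to start; A480 q20 s × 4 min; Activity was normalised to no-enzyme and no-compound control wells.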
Tb PYK inh: blocks Trypanosoma brucei pyruvate kinase; Q57TT1; TbPYK enzyme, Kinase-Glo Plus ATP luminescence, 45 min; Potency, µM (titrated, usually from 76.8 µM), for inactives: top-dose activity, negative = inhibition, actives largely listed as inhibitors; 410,000 compounds, 0.12% hits; also: potency is read from the fitted curve at half-maximal effect; nearly all actives have a fitted effect of over 50% in size
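Readout: single end-point luminescence (Kinase-Glo Plus, 10 min). Reaction conditions were TbPYK/substrate plus 130 uM ADP, 45 min at RT, pH 7.2 TEA buffer. No-enzyme wells served as controls, and data were normalized before concentration-response fitting.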
Sm TGR block: S. mansoni TGR enzyme inhibition | Potency, µM (titrated, usually from 114 µM), inactives show at the top dose activity change, negative = inhibition, actives largely listed as inhibitors | purified TGR, DTNB reduction, TNB absorbance 405 nm | Q962Y6 | 360,000 compounds, 3% hits | AID 485364; also: potency is read from the fitted curve at half-maximal effect; nearly all actives have a fitted effect of over 60% in size
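TGR 20 nM + NADPH 100 uM (dispensed conc.), cpd preinc 15 min RT; start with NADPH (500 uM addition) then DTNB (15 mM addition). Kinetic TNB absorbance, 405 nm filter. Four-parameter Hill fit across titration.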
HCMV inh: human cytomegalovirus inhibition. HFF cells, HCMV-luciferase reporter, 72 h; stronger effect = lower value. activity change, negative = inhibition, % at 57.5 µM. 410,000 compounds, 4.5% hits. AID 1259415; in the data active = activity change below about -60%; inconclusive = no clear call, values can overlap the other calls; inactive = above about -39%
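Two-dose cell screen: HFF monolayers treated with compounds and infected with luciferase-expressing HCMV at 1 PFU/cell, 72 h at 37C, then lysed for luciferase measurement.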
Active calls of the source: *; ? = inconclusive; . = no result given; [ ] = remark or other dose. Unless noted, calls follow the shape of the dose curve; as a rule, active = well fitted curve in the direction sought with a large enough effect; inconclusive = small, poorly fitted or top-dose-only effect, or another doubt; inactive = no such curve, though single readings can be large; an effect the other way counts as inactive or inconclusive. Unless noted, % is scaled to controls: 0 for no effect and ±100 for the full control effect.

SMILES | LmPK inh | AmpC detergent | AMA1 RON2 block | AmpC no deterg | Tb PYK inh | Sm TGR block | HCMV inh
CCOc1ccc(C(=O)Nc2ccc(N3CCN(C)CC3)cc2)cc1 | -11% | ? | -5% | -6% | 3% | 0% | 44
O=C1NC[C@H](c2ccccc2)OC(=O)[C@H](Cc2ccc(F)cc2)C/C=C\C[C@H]1CC(=O)N(CCO)Cc1ccccc1 | . | . | 1% | 109%[activator] | 0% | . | -32
CCCOc1cccc(C(=O)N2CCCCC2CCN2CCCCC2)c1 (stereo unspecified) | . | 1% | . | . | 3% | -5% | ?
Cc1csc(Nc2ccc(C(=O)O)cc2)n1 | -22% | -3% | 0% | -2% | 1% | -6% | 7
CC(=O)N1C(=O)C2(C(C#N)=C(N)Oc3c2c(C)nn3-c2ccccc2)c2ccccc21 (stereo unspecified) | 0% | ? | -3% | -15% | -11% | 15%[11.4 µM] | 8
Cc1cccc(C(C)C)c1NC(=O)C(C)OC(=O)Cn1cnc2c1c(=O)n(C)c(=O)n2C (stereo unspecified) | . | -9% | 3% | -8% | -2% | 0% | -7
CCCS(=O)(=O)N1CC(=O)N(c2ccc(Cl)cc2C)C(C)(C(=O)NC2CCCC2)C1 (stereo unspecified) | . | -10% | . | . | -2%[15.4 µM] | -9% | 0
COc1ccc(CNc2nc(SC)n[nH]2)cc1OC | -5% | ? | -1% | -8% | 5% | -4% | -3
CCOC(=O)c1c2n(c3ccc(O)cc13)CCCCC2 | -9% | -15% | 3% | -43% | -2% | 4% | 10
O=C(CON=C1c2ccccc2-c2ccccc21)NC12CC3CC(CC(C3)C1)C2 | 6% | -5% | -3%[11.6 µM] | -11% | -11% | -8% | -19
COc1ccc(CNC(=O)C2CCN(c3nnc(-n4c(C)ccc4C)s3)CC2)c(OC)c1 | . | 19% | . | . | -3% | -27% | 27
Cc1cnc(NC(=O)CSc2nnc(-c3ccncc3)n2C2CCCCC2)s1 | 4% | -7% | 3% | 0% | 8% | -10% | 31
Cn1c(O)c(C(c2ccccn2)c2c(O)n(C)c(=S)[nH]c2=O)c(=O)[nH]c1=S | -1% | -12% | 29% | -16% | -21% | -20% | 2
COc1ccc(OC)c(NC(=O)CN(Cc2ccc(Cl)cc2)S(C)(=O)=O)c1 | 0% | -3% | -12% | 57% | 0% | -9% | -7
C[C@@H]1CN([C@H](C)CO)C(=O)CCCn2nncc2CO[C@@H]1CN(C)S(=O)(=O)c1cccc(F)c1 | . | . | 12% | . | 5% | . | -4
COc1ccc(C(=O)Oc2ccc(C)cc2)cc1S(=O)(=O)N1CCOCC1 | . | . | 4% | . | -11% | . | 25
COc1cc(C(=O)NNC(=O)c2ccc3c(c2)OCCO3)cc(OC)c1OC | . | . | 5% | -23% | -3% | . | -12
COc1ccccc1C1CN(c2ccccc2)N=C1c1cccs1 (stereo unspecified) | 0% | -10% | 157%[activator] | -35% | 7% | -7% | 5
CCOc1ccc(-c2n[nH]c(=S)n2/N=C/c2cc3c(cc2[N+](=O)[O-])OCO3)cc1 | 5% | -13% | 65%[activator] | -19% | ? | 0% | 33
CCc1ccccc1NC(=O)CNC(=O)CSC(=S)N1CCCC1 | . | -13% | -6% | -7% | 0% | -20% | 38

Random excerpt: five entries already listed, in no set order.
SMILES | LmPK inh | AmpC detergent | AMA1 RON2 block | AmpC no deterg | Tb PYK inh | Sm TGR block | HCMV inh
CCCOc1cccc(C(=O)N2CCCCC2CCN2CCCCC2)c1 (stereo unspecified) | . | 1% | . | . | 3% | -5% | ?
COc1ccc(CNC(=O)C2CCN(c3nnc(-n4c(C)ccc4C)s3)CC2)c(OC)c1 | . | 19% | . | . | -3% | -27% | 27
C[C@@H]1CN([C@H](C)CO)C(=O)CCCn2nncc2CO[C@@H]1CN(C)S(=O)(=O)c1cccc(F)c1 | . | . | 12% | . | 5% | . | -4
CC(=O)N1C(=O)C2(C(C#N)=C(N)Oc3c2c(C)nn3-c2ccccc2)c2ccccc21 (stereo unspecified) | 0% | ? | -3% | -15% | -11% | 15%[11.4 µM] | 8
CCOc1ccc(-c2n[nH]c(=S)n2/N=C/c2cc3c(cc2[N+](=O)[O-])OCO3)cc1 | 5% | -13% | 65%[activator] | -19% | ? | 0% | 33

Further compounds
SMILES | LmPK inh | AmpC detergent | AMA1 RON2 block | AmpC no deterg | Tb PYK inh | Sm TGR block | HCMV inh
COC(=O)c1cc(NC(=O)Nc2ccccc2)ccc1Cl | -1% | 9% | -3% | -34% | 12% | 20% | -31
CC(=O)n1cc([C@H]2C=C(C(=O)N3CCN(Cc4ccc5c(c4)OCO5)CC3)O[C@@H](OCc3ccc(CO)cc3)C2)c2ccccc21 | 4% | 8% | -16% | 159%[activator] | 3% | -11% | -27
O=C(CSc1ncn[nH]1)NCCc1ccc(Cl)cc1 | -2% | -6% | 7% | -13% | 0% | 9% | -17
Cc1cccc(-n2c(SCC(N)=O)nnc2-c2ccccn2)c1C | 0% | -14% | -11% | -1% | -15% | -2% | 40
Cc1cc(C)nc(NC(=O)c2cc(Br)ccc2Cl)n1 | -2% | 4% | 4% | -18% | -4% | 5% | -23
Cc1cc(N2CCN(S(=O)(=O)c3ccc4c(c3)OCCO4)CC2)n2ncnc2n1 | 3% | 19% | 7% | . | 3% | 7% | 41
CN(C)c1ccc(/C=C2/C(=O)NC(=O)N(Cc3ccco3)C2=O)cc1 | 11% | -12% | -2% | -15% | -23% | ? | 46
COC(=O)c1ccc(S(=O)(=O)c2ccccc2)c(N)c1 | 0% | -3% | -6% | -6% | 4% | -15% | 19
COc1ccc(S(=O)(=O)CCC(=O)N2c3ccccc3CC2C)cc1 (stereo unspecified) | -8% | ? | -9% | -7% | 4% | -26% | 29
COc1ccc(OC)c(S(=O)(=O)N2CCC(C(=O)N3CCN(Cc4ccccc4)CC3)CC2)c1 | 1% | -10% | 6% | 187%[activator] | 5% | 2% | -25
O=C(CN1C(=O)NC2(CCCC2)C1=O)Nc1nc2ccccc2s1 | . | 3% | -12% | -1% | -7% | 25% | 34
COc1ccc([C@H]2C[C@H](O)[C@@H](n3cc(C4CC4)nn3)CN2Cc2cccs2)cc1 | . | . | 11% | . | -2% | . | 4
CN(Cc1ccccc1)C(=O)c1ccc2sc([C@@H]3O[C@H](CO)[C@H](O)[C@H](O)[C@H]3O)nc2c1 | . | . | 11% | . | 0% | . | -19
Cc1[nH]n(-c2cccc([N+](=O)[O-])c2)c(=O)c1-c1ccccc1 | 4% | ? | -9% | -20% | 6% | 4% | -35
Cc1onc(-c2ccccc2Cl)c1C(=O)Nc1ccc(Cl)cn1 | 0% | -5% | -7% | -24% | 2% | 6% | 28
CN(CC(=O)N1CCN(Cc2ccccc2)CC1)S(=O)(=O)c1ccc(F)cc1 | 4% | -8% | 4% | -4% | 0% | -25% | 48
Cc1ccc2nc(NC3=NCN(Cc4ccccc4)CN3)nc(C)c2c1 | 2% | -7% | . | 4% | . | 10% | .
O=C(CCNS(=O)(=O)c1c(Cl)cccc1Cl)OCC(=O)c1ccccc1 | 1% | 10% | -19% | -9% | -8% | 2% | 4
COc1ccc2c(c1)C1CC(C)(NC(=O)C1C(=O)c1ccccc1)O2 (stereo unspecified) | 1% | 1% | 0% | -24% | -5% | 1% | -3
Fc1ccc(-c2csc(-c3cccnc3)n2)cc1F | 1% | -13% | -11% | -8% | -6% | 7% | 64
CC(=O)N1N=C(c2cccnc2)OC1c1ccc(C(C)C)cc1 (stereo unspecified) | 2% | -6% | 15% | 22% | 0% | . | 8
O=C(CN(c1ccc(Cl)c(C(F)(F)F)c1)S(=O)(=O)c1ccccc1)N/N=C/c1cccc2c1OCCO2 | 5% | ? | 19% | 1% | -7% | 19% | -2
CCCCNC(=O)[C@H]1C[C@H]1[C@@H](O)[C@H](CO)NC(=O)[C@H](Cc1ccccc1)NC(=O)OC(C)(C)C | -5% | -8% | -1% | 62%[activator] | -9% | -1% | -3
CCC(=O)N1CCc2nc(-c3ccccc3)sc2C1 | -2% | 3% | 10% | 2% | 4% | -9% | 41
O=C(CCC1N=C2c3ccccc3N=C(SCc3ccc(F)cc3)N2C1=O)NCc1ccco1 (stereo unspecified) | 3% | 4% | -6% | 84%[activator] | -1% | 25µM* | -27
O=C(NC1CCCC1)C(c1ccccc1F)N(C(=O)c1csnn1)C1CC1 (stereo unspecified) | -2% | -14% | 0% | -3% | 0% | -3% | -26
O=C(c1cccnc1)N1N=C(C2CC2)CC1(O)C(F)(F)F (stereo unspecified) | 3% | -5% | 34%[activator] | -11% | -1% | -9% | -27
Cc1ccccc1Nc1ncnc2c1c(-c1ccccc1)cn2-c1ccc(F)cc1 | . | 0% | . | . | 0% | 6% | -26
CCOC(=O)c1c(O)c2ccccc2oc1=O | -2% | -2% | 2% | ? | 6% | 16% | 21
O=C(NCC(c1ccco1)N1CCCC1)c1cn(Cc2ccccc2)nc1-c1ccccc1 (stereo unspecified) | . | -2% | -1% | 45% | -9% | -17% | -20
CCOC(=O)C1CCN(C(=O)c2nn(-c3ccc(C)cc3)c(=O)c3c2c2ccccc2n3C)CC1 | . | 3% | . | . | -9% | ? | 1
C=C(C)CN(CC)C(=O)CSc1ccc(S(=O)(=O)N2CCN(C)CC2)cn1 | . | ? | -15% | 51% | 2% | 1% | -25
COc1ccc(C(=O)N/N=C/c2ccc(OC)c(COc3ccccc3)c2)cc1 | -4% | 4% | 22% | 78%[activator] | 1% | -1% | 2
Cc1ccc(OCC(=O)Nc2ccc3c(c2)C(=O)NC3=O)c(C)c1 | -6% | 4% | 16% | -17% | 2% | 0% | 3
CCSc1nc2c([nH]c3ccccc32)c(=O)n1-c1cccc(OC)c1 | . | -3% | . | . | -5% | 4% | -63*
CS(=O)(=O)c1ccc(S(=O)CC(=O)OCc2ccccc2)c([N+](=O)[O-])c1 (stereo unspecified) | 0% | -11% | 0% | -6% | 5% | 2.5µM* | -101*
Cc1ccc(S(=O)(=O)N2CCOCC2)cc1C(=O)Nc1cccc(C(=O)NC2CC2)c1 | . | 3% | -7% | 9% | -3% | -17% | -1
Cn1c(=N)n(CC(=O)c2ccc(Br)cc2)c2ccccc21 | . | . | 27% | . | 2% | . | 27
COc1cccc(/C=N/NC(=O)C(C)Cn2cnc3ccccc32)c1 (stereo unspecified) | -2% | -9% | -3% | -18% | -1% | 6% | -26
O=C(N=C1SC2CS(=O)(=O)CC2N1CCc1ccc(F)cc1)C1CCCCC1 (stereo unspecified) | -1% | -1% | 1% | 0% | 5% | -1% | -38
